Assay outcomes: PubChem BioAssay, The Scripps Research Institute Molecular Screening Center
MITF inh: inhibitors of human MITF. O75030. AlphaScreen MITF homodimerization, bead proximity signal. inhibition, % at 2.6 µM. 650,000 compounds, 0.91% hits. AID 1259374; in the data active means inhibition above about 50%;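 further: 0% = vehicle wells with protein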
Target sequence (O75030 whole entry, looked up): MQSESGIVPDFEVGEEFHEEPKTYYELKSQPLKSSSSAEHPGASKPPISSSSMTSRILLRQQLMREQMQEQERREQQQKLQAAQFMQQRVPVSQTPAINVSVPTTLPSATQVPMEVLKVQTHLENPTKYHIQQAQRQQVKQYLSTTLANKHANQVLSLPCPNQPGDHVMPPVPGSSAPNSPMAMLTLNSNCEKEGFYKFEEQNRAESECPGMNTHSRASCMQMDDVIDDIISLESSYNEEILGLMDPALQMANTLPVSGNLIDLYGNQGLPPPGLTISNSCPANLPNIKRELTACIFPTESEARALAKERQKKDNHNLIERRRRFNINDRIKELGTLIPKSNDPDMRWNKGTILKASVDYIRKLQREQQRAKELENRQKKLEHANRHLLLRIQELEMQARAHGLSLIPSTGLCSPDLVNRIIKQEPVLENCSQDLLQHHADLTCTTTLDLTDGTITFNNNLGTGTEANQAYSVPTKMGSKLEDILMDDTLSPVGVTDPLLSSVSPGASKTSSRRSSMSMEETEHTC
FBW7 activator: activators of human E3 ligase FBW7. AlphaScreen FBW7–phospho-cyclin E peptide binding, activator screen. normalized activity (activation), % at 26.1 µM. 650,000 compounds, 0.13% hits; in the data active means normalized activity above about 1.9%;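 further: purified mutant Fbw7 with reduced substrate affinity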
TEAD-YAP block: TEAD-YAP interaction inhibition; inhibition, % at 9.12 µM; AID 1259422; HEK-TIYL cells, TEAD-Gal4/YAP UAS-luciferase luminescence; 640,000 compounds, 1.4% hits; in the data active means inhibition above about 32%;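 further: 0% = median of test compound wells and 100% = reference inhibitor wells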
GPR151 ag: activators of human GPR151. PathHunter beta-arrestin GPR151 cells, luminescence. activation, % at 11.2 µM. 650,000 compounds, 1% hits; in the data active means activation above about 4.9%;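 further: 0% = median of compound wells and 100% = cells with positive control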
Target sequence (Q8TDV0 whole entry, looked up): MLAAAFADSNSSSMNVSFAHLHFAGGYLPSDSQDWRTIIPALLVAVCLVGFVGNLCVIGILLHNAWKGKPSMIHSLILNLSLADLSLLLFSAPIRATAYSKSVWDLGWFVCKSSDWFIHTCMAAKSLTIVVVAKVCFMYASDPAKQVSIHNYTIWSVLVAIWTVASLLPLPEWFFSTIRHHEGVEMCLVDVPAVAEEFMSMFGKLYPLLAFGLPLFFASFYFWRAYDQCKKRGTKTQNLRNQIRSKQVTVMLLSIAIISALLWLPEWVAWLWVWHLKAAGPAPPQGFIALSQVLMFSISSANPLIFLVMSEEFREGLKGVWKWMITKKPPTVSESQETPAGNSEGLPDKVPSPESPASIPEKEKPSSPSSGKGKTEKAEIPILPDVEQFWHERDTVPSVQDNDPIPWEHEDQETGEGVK
* hit, by the source's call; . = no result given.

| mol | MITF inh | FBW7 activator | TEAD-YAP block | GPR151 ag |
| --- | --- | --- | --- | --- |
| CC(C)(C)NC(=O)C(c1cccs1)N(CC1CCCO1)C(=O)c1csnn1 (centres undefined) | 22 | 0.9 | 0 | 0.1 |
| N#Cc1ccc(NC(=O)CN2C(=O)NC(Cc3c[nH]c4ccccc34)C2=O)cc1 (centres undefined) | -8 | 0.0 | 2 | -0.3 |
| Cc1cc([N+](=O)[O-])ccc1NC(=O)c1cnccn1 | 24 | 0.4 | 1 | -0.8 |
| CC1(C)C(=O)Nc2ccccc2N1C(=O)COC(=O)CSc1ncnc2sccc12 | -3 | -0.1 | 4 | 4.5 |
| COc1ccc(-c2cc(C(F)(F)F)nc(S(=O)(=O)CCCC(=O)Nc3ccccc3C(F)(F)F)n2)cc1OC | 6 | 0.1 | 4 | 0.0 |
| CSc1sccc1/C=N/Nc1ccc([N+](=O)[O-])cc1 | 11 | 2.1* | -19 | -1.2 |
| Cn1c(=O)c2c(nc(SCc3nc(N)nc(N4CCOCC4)n3)n2C)n(C)c1=O | 8 | -0.6 | -7 | 0.1 |
| CCCNC(=O)C(CC(C)C)N1Cc2ccccc2C1=O (centres undefined) | -5 | -0.2 | 6 | 1.0 |
| COc1ccc(-c2[nH]ncc2CN2CCOc3ccc(C(O)c4cccnc4)cc3C2)cc1 (centres undefined) | -10 | -0.1 | -3 | 0.6 |
| COc1cccc(O)c1CN1CCN(C2CCN(C(C)C)CC2)C(CCO)C1 (centres undefined) | -18 | 0.3 | 1 | 0.8 |
| CC(C)(C)NC(=O)COC(=O)c1cccnc1Cl | -4 | 0.0 | 4 | 0.9 |
| CC(C)(C)c1nnc(NC(=O)c2ccc([N+](=O)[O-])c(Cl)c2)s1 | 12 | 0.1 | -1 | -0.5 |
| Cc1cccc(NC2(C(F)(F)F)N=C(c3ccccc3)NC2=O)n1 (centres undefined) | 9 | -0.2 | 1 | -0.1 |
| COC(=O)c1c(-n2c(C)cc(C=O)c2C)sc2c1CCCC2 | 22 | 0.5 | -7 | 0.5 |
| CC(=O)NNC(=O)COc1cccc(C)c1 | 4 | 0.2 | -58 | 2.9 |
| NC1=NC(c2cccc([N+](=O)[O-])c2)n2c(nc3ccccc32)N1 (centres undefined) | 3 | -0.1 | -4 | 0.8 |
| Cc1ccc(-c2cnc3ccccc3n2)c(C)c1 | 5 | 0.0 | -43 | -1.4 |
| CCc1n[nH]c(=S)c2cc3sccc3n12 | 2 | -0.1 | -3 | 0.3 |
| COc1ccc(-c2noc(CCC(=O)N3CCN(c4cccc(C)c4)C(C)C3)n2)cc1 (centres undefined) | -2 | -0.2 | 11 | 0.7 |
| Cc1ccc(C(=O)NC2CCCCC2)cc1I | 7 | 0.0 | -51 | -0.5 |
| CCNC(=O)CN(Cc1ccccc1)S(=O)(=O)c1ccc(Br)cc1 | -32 | 0.0 | -7 | -0.2 |
| COc1ccc(-c2csc(Nc3cc(C)ccn3)n2)cc1OC | -6 | 0.0 | -66 | 0.0 |
| CCCCCOC(=O)c1c(C)oc2ccc(NS(=O)(=O)c3ccccc3)cc12 | 7 | 0.7 | -23 | 2.0 |
| COc1ccc(-c2cn3c(nc4ccccc43)[nH]2)cc1 | 4 | 0.0 | -71 | -0.5 |
| Cc1onc(-c2c(Cl)cccc2Cl)c1C(=O)NCc1ccc2c(c1)OCO2 | -6 | 0.1 | -10 | -0.2 |

Some of these compounds in order of heavy-atom count, low to high.
| mol | MITF inh | FBW7 activator | TEAD-YAP block | GPR151 ag |
| --- | --- | --- | --- | --- |
| CC(=O)NNC(=O)COc1cccc(C)c1 | 4 | 0.2 | -58 | 2.9 |
| CC(C)(C)NC(=O)COC(=O)c1cccnc1Cl | -4 | 0.0 | 4 | 0.9 |
| COC(=O)c1c(-n2c(C)cc(C=O)c2C)sc2c1CCCC2 | 22 | 0.5 | -7 | 0.5 |
| NC1=NC(c2cccc([N+](=O)[O-])c2)n2c(nc3ccccc32)N1 (centres undefined) | 3 | -0.1 | -4 | 0.8 |
| CC(C)(C)NC(=O)C(c1cccs1)N(CC1CCCO1)C(=O)c1csnn1 (centres undefined) | 22 | 0.9 | 0 | 0.1 |

Remaining list, next part.
| mol | MITF inh | FBW7 activator | TEAD-YAP block | GPR151 ag |
| --- | --- | --- | --- | --- |
| COCCCn1c(C)cn2c3c(=O)n(Cc4cccc(C)c4)c(=O)n(C)c3nc12 | 20 | 0.9 | 3 | -0.3 |
| Nc1nc2sc3c(c2cc1C(=O)N1CCOCC1)CCCC3 | 39 | -0.1 | -9 | 0.3 |
| CC(C)Cc1nnc2sc(NC(=O)C(C)Oc3ccccc3)nn12 (centres undefined) | -2 | 0.2 | 2 | 3.6 |
| O=C(CNCc1ccc(F)cc1)Nc1ccc(N2CCCCC2)cc1 | 27 | -0.1 | 1 | -0.3 |
| O=C(C1CC2CCCN2C12C(=O)Nc1ccccc12)N1CCC2(CC1)OCCO2 (centres undefined) | -2 | 0.1 | -8 | -2.3 |
| CCSC1=NCCN1S(=O)(=O)c1ccc(F)cc1 | 2 | 0.0 | 4 | 2.9 |
| CCN(CC)CCNC(=O)c1sc2ncnc(N3CCN(c4ccccn4)CC3)c2c1C | -2 | 0.3 | 11 | 0.6 |
| O=C(Cc1cccc2ccccc12)NCC1CCN(C(=O)c2ccccc2F)CC1 | 3 | -0.1 | 11 | 0.3 |
| CN(Cc1ccc2c(c1)OCCO2)C(=S)Nc1cccc(S(=O)(=O)N(C)C)c1 | 5 | -0.1 | -6 | 0.0 |
| O=C(/C=C/c1ccc([N+](=O)[O-])cc1)Nc1ccc2ccccc2c1 | 9 | 0.1 | 6 | 0.3 |
| CN(Cc1ccccc1)C(C(=O)NC1CCCC1)c1cc2c(cc1[N+](=O)[O-])OCO2 (centres undefined) | -6 | -0.3 | -14 | 0.0 |
| CCOC(=O)CC1=C(C(=O)OCC)C(c2cccc(OC)c2)C(C#N)=C(N)O1 (centres undefined) | 3 | 0.1 | -6 | -0.1 |
| Cc1cccc(NC(=O)N(Cc2nnc3n2CCCCC3)c2ccc3c(c2)OCO3)c1 | 15 | 0.1 | 3 | -1.1 |
| CNC(=O)c1ccc(-c2ccc(C)c(C)c2)nc1N(C)C | 30 | 0.2 | -13 | -1.5 |
| CCNC(=S)Nc1sc2c(c1C(=O)OCC)CCCC2 | -16 | 0.2 | -11 | -0.5 |
| Cc1ccc(-c2noc(C3CCCN(S(C)(=O)=O)C3)n2)o1 (centres undefined) | 7 | 0.0 | -1 | 1.0 |
| COc1ccc(-c2cnnc(NCc3cnn(-c4ccccc4OC)c3)n2)cc1 | 0 | 0.1 | 7 | 0.3 |
| Cc1ccc(/C=C(/C#N)c2nc(-c3cc4ccccc4oc3=O)cs2)o1 | 13 | 0.2 | 1 | -0.7 |
| Cc1nc2cc(NC(=O)NC3=NCCS3)ccc2n1C | 8 | 0.1 | -29 | -3.8 |
| COc1ccc(-c2cc3ccc(OCC(N)=O)cc3oc2=O)cc1OC | -5 | 0.0 | -19 | -9.1 |
| Cc1ccc2nc(C)cc(OCC(=O)O)c2c1 | 13 | -0.1 | 9 | -1.6 |
| COc1ccc(CNc2nc(-c3ccccc3)nn2C(=O)c2ccco2)cc1 | 7 | 0.0 | -8 | -0.9 |
| C=CCNC(=O)c1cc2c(C)nn(-c3ccccc3)c2s1 | -3 | 0.1 | 2 | 3.6 |
| CCOc1ccccc1CN1CCNC(=O)C1CC(=O)NCCn1cccn1 (centres undefined) | -1 | -0.1 | 4 | -0.3 |
| Cc1cccc(CN2CCc3nnc(C(C)NC(=O)C4CC4)n3CC2)n1 (centres undefined) | -12 | 0.0 | -3 | -0.2 |

Other records follow:
| mol | MITF inh | FBW7 activator | TEAD-YAP block | GPR151 ag |
| --- | --- | --- | --- | --- |
| COc1ccc(COC(=O)N/N=C2\C[C@@H](O)[C@@H](O)[C@@H]3[C@@H]4C(=O)N(c5ccc(F)cc5F)C(=O)[C@@H]4CC[C@@H]23)cc1 | 9 | 0.1 | . | 3.6 |
| COc1cc(Nc2nc(NCc3cccnc3)c3ncn(-c4ccsc4)c3n2)cc(OC)c1OC | 12 | -0.1 | 31 | -0.5 |
| CCOc1ccccc1CN1CCc2nnc(CCNC(=O)c3ccc(C)cc3)n2CC1 | -3 | 0.1 | 4 | 1.3 |
| O=C(CSc1nc2ccsc2c(=O)n1-c1ccc(Br)cc1)Nc1ccccc1Cl | -8 | -0.2 | -6 | -0.5 |
| CCCn1c(N)c(N2CCOCC2)c(=O)[nH]c1=O | 8 | 0.0 | -1 | 0.2 |
| CCOC(=O)c1c(NC(=O)CSc2nnc(CNC(=O)c3cc(OC)cc(OC)c3)n2-c2ccc(F)cc2)sc2c1CCC2 | -4 | 0.0 | 4 | 3.8 |
| COc1cc2[nH]c(=O)n(CCCC(=O)NCc3ccccc3Cl)c(=O)c2cc1OC | 0 | 0.1 | -12 | 6.8* |
| COc1cc(/C=C2/SC(=Nc3ccccc3)N(Cc3ccccc3)C2=O)ccc1OCc1ccc(F)cc1 | 3 | 0.0 | -3 | 4.0 |
| CCCc1nnc(SCC(=O)N2CCCc3ccccc32)n1N | 4 | -0.2 | 7 | 0.3 |
| CCn1c2c(c(=O)[nH]c1=O)C(c1ccc(C(=O)O)cc1)C1=C(N2)c2ccccc2C1=O (centres undefined) | 13 | 0.1 | 2 | -0.5 |
| CCOc1ccc(C(=O)Nc2c3c(nn2-c2ccc(F)cc2)CS(=O)C3)cc1 (centres undefined) | -8 | -0.2 | 1 | 0.6 |
| CN1CCN(S(=O)(=O)c2ccc(Cc3ccc(S(=O)(=O)N4CCN(C)CC4)cc3)cc2)CC1 | -5 | -0.1 | -13 | -0.5 |
| CCOC(=O)C1=C(N)N(c2ccccc2C(F)(F)F)C2=C(C(=O)CC(C)(C)C2)C1c1ccc(Br)s1 (centres undefined) | 3 | -0.2 | 4 | 1.7 |
| CC(=O)N1CCC2(CC1)OCc1cc(-c3ccc(C)cc3)ccc1O2 | 5 | 0.2 | -12 | -0.4 |
| N#C/C(=C\c1ccc(OC(=O)c2ccc(S(=O)(=O)N3CCOCC3)cc2)cc1)c1nc2ccccc2s1 | 15 | 0.1 | -47 | -1.5 |
| C/C(=N/NC(=O)c1ccc(Cl)cc1)c1ccc2[nH]ccc2c1 | 4 | 0.1 | -27 | -0.6 |
| CCN(CC)S(=O)(=O)c1ccc(C)cc1 | 0 | -0.1 | 2 | -0.8 |
| Nc1nc(-c2ccc(F)cc2)nc2c1c(=O)oc1ccccc12 | 7 | 1.0 | 8 | 1.0 |
| CCN(C(=O)CSc1nc2ccccc2c(=O)n1Cc1ccc2c(c1)OCO2)c1cccc(C)c1 | -1 | -0.3 | -8 | 0.4 |
| Cc1nc2sc3c(ncn4c5ccccc5nc34)c2c(C)c1Cl | -6 | -0.1 | -5 | 0.0 |
| CCOC(=O)c1ccc(CNS(=O)(=O)c2ccc(Oc3ccc([N+](=O)[O-])cc3)cc2)o1 | 11 | 0.7 | 2 | 1.4 |
| COc1cccc(NC(=O)c2ccc(-c3ccc4c(c3)OCO4)nc2N2CCOCC2)c1 | -2 | 0.0 | 1 | -0.6 |
| COC(=O)c1c(NC(=O)c2ccc(Cl)cc2Cl)sc2c1CCCC2 | 2 | 0.0 | -1 | -1.0 |
| COc1ccc(Nc2ncc(-c3ccc(O)cc3)n3ccnc23)cc1 | -23 | 0.1 | -10 | -1.2 |
| CC1CCC(N2C(=O)C3C(C(=O)Nc4ccc(C(C)C)cc4)C4C=CC3(O4)C2C(=O)NC2CCCC(C)C2C)CC1 (centres undefined) | -2 | 0.0 | 13 | 0.0 |

Whole records, quoted from the list. Order of values: MITF inh	FBW7 activator	TEAD-YAP block	GPR151 ag
CN1CCN(S(=O)(=O)c2ccc(Cc3ccc(S(=O)(=O)N4CCN(C)CC4)cc3)cc2)CC1 reads -5	-0.1	-13	-0.5
CCOc1ccccc1CN1CCc2nnc(CCNC(=O)c3ccc(C)cc3)n2CC1 reads -3	0.1	4	1.3

The listing continues:
| mol | MITF inh | FBW7 activator | TEAD-YAP block | GPR151 ag |
| --- | --- | --- | --- | --- |
| OCC(O)C(O)C(O)C(O)c1nc2ccccc2[nH]1 (centres undefined) | -6 | -0.3 | 9 | 4.0 |
| C=CCn1c(SCCCC)nc2sc3c(c2c1=O)CCc1ccccc1-3 | 2 | -0.1 | 4 | 0.8 |
| CC(C)(C)c1ccc(OCCC(=O)OCC(=O)c2ccc3c(c2)NC(=O)CO3)cc1 | 0 | -0.1 | -5 | 0.1 |
| CC(=O)Nc1ccc(NS(=O)(=O)c2cc(C(F)(F)F)cc(C(F)(F)F)c2)cc1 | -2 | 0.0 | 10 | 0.2 |
| O=C(Cc1cn(-c2ccc(N3CCOCC3)nn2)c2ccccc12)NCCCN1CCCC1=O | -5 | 0.2 | -8 | -1.1 |
| COCCNC(=O)CCCCCn1c(=O)[nH]c2cc(C(=O)OC)ccc2c1=O | 7 | -0.1 | 14 | 0.4 |
| Brc1ccc(/C=N/Nc2nc3ccccc3s2)s1 | -10 | 0.1 | -50 | 1.2 |
| O=C(Cc1ccccc1)NC(NCCOC12CC3CC(CC(C3)C1)C2)(C(F)(F)F)C(F)(F)F | -18 | 0.0 | 3 | -2.2 |
| CC(C)C[C@H]1NC(=O)[C@@H]2C[C@H](NCc3ccccc3Cl)CN2C1=O | 11 | 0.0 | 8 | -1.2 |
| Cc1noc(C)c1CC(=O)Nc1ccccc1NC(=O)c1ccccc1F | 2 | -0.1 | -6 | -1.4 |
| O=C(NCc1ccccc1)c1ccnc(NCc2ccc3c(c2)OCO3)c1 | 11 | 0.1 | 1 | -0.8 |
| Cc1ccccc1Nc1c(-c2ccsc2)nc2cnccn12 | 1 | 0.2 | -13 | -0.2 |
| CCCNC(=O)C(CC)n1nc(C)n2c(cc3sccc32)c1=O (centres undefined) | 22 | -0.2 | 4 | -0.3 |
